hcGAS inh – human cGAS inhibition | hit rate 0.081% among 290,000 | inhibition, % at 12.5 µM | recombinant h-cGAS, ATP depletion, Kinase-Glo luminescence;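 further: 0% = vehicle reaction and 100% = reaction without DNA for no activity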
Target sequence (Q8N884 whole entry, looked up): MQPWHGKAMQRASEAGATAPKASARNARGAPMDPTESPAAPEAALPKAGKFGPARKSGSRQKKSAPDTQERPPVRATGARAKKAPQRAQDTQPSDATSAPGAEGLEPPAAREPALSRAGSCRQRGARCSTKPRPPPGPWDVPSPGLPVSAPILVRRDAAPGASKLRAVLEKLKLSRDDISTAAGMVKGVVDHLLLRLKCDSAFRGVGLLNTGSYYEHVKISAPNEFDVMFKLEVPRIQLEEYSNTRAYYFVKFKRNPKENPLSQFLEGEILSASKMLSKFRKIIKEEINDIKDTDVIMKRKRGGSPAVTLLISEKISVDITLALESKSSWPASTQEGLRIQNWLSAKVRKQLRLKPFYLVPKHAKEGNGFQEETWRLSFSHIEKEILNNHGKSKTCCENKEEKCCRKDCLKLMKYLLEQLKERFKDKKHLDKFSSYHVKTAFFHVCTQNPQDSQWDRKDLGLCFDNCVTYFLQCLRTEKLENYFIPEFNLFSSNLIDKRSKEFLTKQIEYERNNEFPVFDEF
mcGAS lum – mouse cGAS inhibition by luminescence; Q8C6L5; recombinant cGAS, Kinase-Glo ATP depletion luminescence; inhibition, % at 12.5 µM; hit rate 0.15% among 160,000; AID 1259399;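 further: 0% = negative control wells and 100% = reference inhibitor with no enzyme activity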
NPYLR7 agonist – mosquito NPYLR7 agonism. HEK293T NPYLR7/Galpha15, GCaMP6s calcium fluorescence. activation, % at 10 µM. hit rate 0.15% among 270,000. AID 1259423; in the data active means activation above about 40%;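 further: 0% = vehicle and 100% = reference agonist at the receptor; some compounds past the cut are filed as inactive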
An asterisk follows results filed as active; . = not tested or not shown; & = joins results of further samples. Unless noted, no stated cut-off is given here; in the data, active means inhibition above about 40%; inactive means the rest. Not a hit list (roughly 0.29% active in at least one column).

| canonical_smiles | hcGAS inh | mcGAS lum | NPYLR7 agonist |
| --- | --- | --- | --- |
| COc1cccc(CNC(=O)CCC2CCCN(c3cc(C)nc(N)n3)C2)c1 (stereo not given) | 4.7 | . | -4.7 |
| COCCCN(CC(=O)N(Cc1ccc2c(c1)OCO2)Cc1cccs1)C(=O)c1cccc(Br)c1 | -2.2 | 0.0 | -9.2 |
| COc1ccc(NC(=O)N(C)CC(O)COc2ccc3c(c2)OCO3)cc1 (stereo not given) | 4.1 | -2.6 | -0.6 |
| CCCSc1nnc(CSc2nc(C)cc(C)n2)n1CCc1ccccc1 | -0.8 | -5.9 | -5.7 |
| CCOC(=O)C1(CCOc2ccccc2)CCN(Cc2cnc(C)s2)CC1 | -1.8 | . | 5.2 |
| O=[N+]([O-])C1C(=Nc2ccc(F)cc2)NN=C1c1nnco1 (stereo not given) | 1.2 | . | -8.9 |
| COc1cc(NC(=O)Cn2nc(C(F)(F)F)cc2C)c(OC)cc1Cl | -6.1 | . | -1.1 |
| COC(=O)c1ccc(CN(C)Cc2cc(-c3ccncc3)no2)cc1 | -4.2 | -17.4 | 0.4 |
| COc1ccc(/C=C2\SC(=S)N(CC(=O)Nc3nccs3)C2=O)cc1 | -2.1 | -5.8 | -12.2 |
| CCc1ccc(S(=O)(=O)N2CCC(CN3CCCCCC3)CC2)cc1 | -1.6 | -2.3 | . |
| CCOC(=O)c1nn(CCc2ccc(OC)cc2)c2c1CN(C(=O)C1COc3ccccc3C1)CC2 (stereo not given) | -4.4 | -13.7 | 18.9 |
| CC(=O)Oc1cc(C(C)C)c(OCCN(C)C)cc1C | -0.5&-7.9 | -3.5&-2.8 | -3.9&5.8 |
| Cc1cc(C)cc(-c2ccc(-n3cncc3C(=O)N(C)Cc3c4ccccc4cc4ccccc34)cc2)c1 | -7.1 | -7.4 | 8.9 |
| CC1=CSC2=NC(=O)/C(=C/c3ccc(OCCOc4ccccc4)c(Br)c3)C(=N)N12 | -7.0 | -7.0 | -2.1 |
| C=C(C)CNC(=O)c1cc(-c2ccc(OCC)cc2)nc2ccccc12 | -2.3 | -6.5 | 9.3 |
| O=C(NC1COc2ccccc21)c1cc(-c2ccccc2F)on1 (stereo not given) | -10.9 | -14.3 | 6.1 |
| O=C(NCc1ccc(N2CCCC2=O)cc1)c1cc(-c2ccc(Cl)cc2)on1 | -10.7 | . | 2.2 |
| CN1[C@H]2CC[C@@H]1CN(C(=O)c1cccc(CC3CCNCC3)c1)CC2 | -1.8 | . | 6.8 |
| O=C(c1cn(CCc2ccccc2)nn1)N1CCC(O)(c2cccc(C(F)(F)F)c2)CC1 | -4.7 | -7.0 | 7.0 |
| COc1ccc(CN(C(=O)c2cnc(C(C)C)nc2)C(C)C)c2ccccc12 | -9.3 | -12.0 | 28.2 |

Looked up one by one from above:
| canonical_smiles | hcGAS inh | mcGAS lum | NPYLR7 agonist |
| --- | --- | --- | --- |
| O=C(NC1COc2ccccc21)c1cc(-c2ccccc2F)on1 (stereo not given) | -10.9 | -14.3 | 6.1 |
| CN1[C@H]2CC[C@@H]1CN(C(=O)c1cccc(CC3CCNCC3)c1)CC2 | -1.8 | . | 6.8 |
| O=C(c1cn(CCc2ccccc2)nn1)N1CCC(O)(c2cccc(C(F)(F)F)c2)CC1 | -4.7 | -7.0 | 7.0 |

Remaining list, next part.
| canonical_smiles | hcGAS inh | mcGAS lum | NPYLR7 agonist |
| --- | --- | --- | --- |
| CCc1ccccc1NC(=O)c1nnn(Cc2nc(-c3ccccc3)oc2C)c1C | -7.4 | -7.9 | -0.4 |
| CCCCC(=O)Nc1c(-c2ccc(OC)cc2)nc2ccc(C)cn12 | -11.1 | -8.6 | -3.7 |
| Cc1cccc(N2CCN(c3nc(-c4cccc(Br)c4)nc4ccccc34)CC2C)c1 (stereo not given) | -0.3 | 1.3 | 7.2 |
| O=c1[nH]nc(C2CCC2)n1CCc1ccccc1F | -2.7 | -19.3 | -0.2 |
| O=[N+]([O-])c1nn(-c2ccc3c(c2)OCCO3)n(O)c1=Nc1ccc(Cl)cc1 | 1.7 | -4.1 | -4.2 |
| COc1cccc(CCNC(=O)Cn2cnc(C(C)C)cc2=O)c1 | -3.1 | . | 13.8 |
| Cc1cccc(-c2nc3scc(CCNC(=O)Cc4ccccc4)n3n2)c1 | -5.7 | -8.8 | 5.7 |
| Cc1c[nH]c(=O)n1-c1cccc(NCc2cccc3c2N(C(=O)OC(C)(C)C)CC3)c1 | -6.0 | . | 2.4 |
| COc1ccc(NC(=O)CN2CCc3sccc3C2C)cc1OC (stereo not given) | -14.1&-6.1 | . | 8.4&11.9 |
| CCOC(=O)C1=C(C)NC2=C(C(=O)CCC2)C1c1ccc(SC)cc1 (stereo not given) | -4.8 | . | 2.5 |
| C=C(C)CSc1nc2c(c(=O)n(C)c(=O)n2C)n1Cc1ccccc1Cl | -3.2 | -4.1 | -6.5 |
| COC(=O)c1nnn(-c2nonc2N)c1-c1cccs1 | 2.5 | . | 1.2 |
| CCc1nc2ccc(C(=O)N3CCN(C(=O)c4ccco4)CC3)cn2c1N(CC)C(=O)CCC1CCCC1 | 0.2 | 1.1 | -3.3 |
| CCOC(=O)C1CCN(C(=O)c2cc3cccnc3n(C(C)C)c2=O)CC1 | 1.5 | -5.1 | -2.9 |
| COc1cccc(C(=O)N(Cc2csc(COc3ccc(Cl)cc3)n2)C2CC2)c1 | -3.9 | -3.7 | . |
| CC1CCCCC12NN=C1SCC(=O)N1N2 (stereo not given) | -4.4 | . | 2.7 |
| Fc1ccc(CCNC(=S)NC2CC2)cc1 | -11.4 | -5.8 | 2.2 |
| Cn1cc(CNCCCn2ncc3ccccc32)c(-c2ccccc2F)n1 | -1.0 | -4.4 | 0.7 |
| CCOC(=O)c1cnc(-c2ccc(OC)c(OC)c2)nc1NCC1COc2ccccc2O1 (stereo not given) | -1.5 | -3.8 | 4.0 |
| c1ccc(NC2CCCN(C3C4CC5CC(C4)CC3C5)C2)cc1 (stereo not given) | -10.3&-2.0 | . | 5.7&-1.9 |
| C=CCN(C)[C@H]1[C@H](O)C[C@@H]2CC(C)(C)OC[C@]21O | -3.2 | -6.7 | 7.8 |
| COc1ccc(-c2csc(=Nc3ccccc3OC)n2Cc2cccc(OC)c2)cc1 | -7.7 | -4.0 | -6.1 |
| COc1ccc(Oc2ccc(C(=O)N[C@H]3CCCC[C@@H]3O)cc2)cc1 | -1.0 | . | 8.3 |
| CC(CN1CC(C)OC(C)C1)CN1CC(C)OC(C)C1 (stereo not given) | -4.9 | . | 7.0 |
| CC(C)CN1Cc2cc(NC(=O)c3ccc([N+](=O)[O-])cc3)ccc2OCC1=O | -0.1 | -2.3 | . |
| O=C(CSc1ncnc2c1nnn2Cc1ccccc1F)NCc1ccccc1 | -5.5 | 2.5 | 17.1 |
| COc1ccc(C2CN(Cc3ccc(F)c(F)c3)CC2CN(Cc2ccc(F)cc2)C(C)=O)cc1 (stereo not given) | -9.2 | . | 4.3 |
| CC(C)c1c(C(=O)N2CCN(C3CCOC3)CC2)cnn1-c1cccc(Cl)c1 (stereo not given) | -10.7 | . | 0.4 |
| COc1c(C)cnc(CN(C)Cc2nc(-c3ccco3)oc2C)c1C | -8.0 | -9.6 | -0.9 |
| O=c1ccc(S(=O)(=O)N2CCCC2)cn1Cc1csc(Nc2ccccc2)n1 | -5.0 | . | 12.1 |

Looked up above:
Reading for COc1c(C)cnc(CN(C)Cc2nc(-c3ccco3)oc2C)c1C in NPYLR7 agonist: -0.9
Reading for C=CCN(C)[C@H]1[C@H](O)C[C@@H]2CC(C)(C)OC[C@]21O in mcGAS lum: -6.7
Reading for O=c1ccc(S(=O)(=O)N2CCCC2)cn1Cc1csc(Nc2ccccc2)n1 in NPYLR7 agonist: 12.1

Continuation.
| canonical_smiles | hcGAS inh | mcGAS lum | NPYLR7 agonist |
| --- | --- | --- | --- |
| Cc1ccc(-c2ccc(C(=O)NCCc3cnc[nH]3)cc2)o1 | -3.2 | . | 0.3 |
| COc1ccc(-c2c(C)[nH]c(=O)[nH]c2=O)c2ccc(C)nc12 | 1.2 | -11.3 | -4.0 |
| C=CCSc1nc2ccccc2[nH]1 | -4.7 | . | 4.0 |
| CCOc1cc2cc(C(=O)c3ccccc3O)cnc2cc1OC | -7.7 | . | 5.8 |
| O=C(Cc1cccs1)NCCN1C(=O)SC(=Cc2cccs2)C1=O | 1.0 | . | 3.9 |
| CC(C)(Oc1ccc(Cl)cc1)C(=O)N1CC(=O)N2CCc3ccc(Cl)cc3C2C1 (stereo not given) | -7.5 | -7.4 | -1.4 |
| COc1ccc2nc(-c3ccc(NC(=O)C4c5ccccc5Oc5ccccc54)cc3)cn2n1 | -7.4 | -9.8 | -7.1 |
| Cc1c(C(=O)N(Cc2ccncc2)C2CCN(C)CC2)[nH]c2ccc(F)cc12 | -3.4 | . | 2.2 |
| CCCc1cn(CC2CCN(C(=O)C3COc4ccccc4C3)CC2)nn1 (stereo not given) | -9.5 | . | -0.5 |
| c1ccc2c(c1)CCCC2=NNc1nncc2ccccc12 | -4.6 | . | 0.5 |

The last 5 compounds of the part above come first, to join the parts.
| canonical_smiles | hcGAS inh | mcGAS lum | NPYLR7 agonist |
| --- | --- | --- | --- |
| CC(C)(Oc1ccc(Cl)cc1)C(=O)N1CC(=O)N2CCc3ccc(Cl)cc3C2C1 (stereo not given) | -7.5 | -7.4 | -1.4 |
| COc1ccc2nc(-c3ccc(NC(=O)C4c5ccccc5Oc5ccccc54)cc3)cn2n1 | -7.4 | -9.8 | -7.1 |
| Cc1c(C(=O)N(Cc2ccncc2)C2CCN(C)CC2)[nH]c2ccc(F)cc12 | -3.4 | . | 2.2 |
| CCCc1cn(CC2CCN(C(=O)C3COc4ccccc4C3)CC2)nn1 (stereo not given) | -9.5 | . | -0.5 |
| c1ccc2c(c1)CCCC2=NNc1nncc2ccccc12 | -4.6 | . | 0.5 |
| Cn1cnnc1SCC(=O)n1c2c(c3ccccc31)CCCC2 | -2.3 | -6.5 | -1.4 |
| CCOC(=O)c1cc(-c2ccc(N3CCN(C(=O)c4ccc(OC)c(OC)c4)CC3)cc2)n(-c2ccc(F)cc2)n1 | -3.7 | -5.7 | 22.7 |
| COc1ccccc1Cn1c(C)c(C(=O)NC2CCCC2)sc1=O | 0.0 | . | 2.8 |
| COc1ccc(NC(=O)C2(N3Cc4ccc(-c5ccnn5C)nc4C3=O)CC2)cc1 | -6.3 | -5.8 | 11.3 |
| CCOC(=O)[C@@H]1CN(C(=O)c2csc(-c3cccs3)n2)[C@H]2c3cccc(C)c3O[C@@H]12 | -6.3 | -8.4 | 1.2 |
| CCOC(=O)N1CCN(C2CCCN(C(=O)c3ccc(COC)o3)C2)CC1 (stereo not given) | -6.5 | . | 5.5 |
| Cc1csc2cc(C(=O)Nc3ccc(N(C)C)cc3)cnc12 | -8.8 | -6.5 | -1.7 |
| N[C@@H]1CC[C@@H](NS(=O)(=O)N2CCOCC2)C1 | -4.0 | . | 6.1 |
| COC(=O)C1CC(=O)N(Cc2ccc(OC)cc2)C1 (stereo not given) | -3.5 | . | 7.4 |
| CO[C@H]1CN(C(=O)c2cc(C)nc3c(C)c(C)ccc23)CC[C@H]1N | -4.2 | . | 9.9 |
| CCC1CN(CCNC(=O)Cn2ncc3ccccc32)Cc2cc(OC)ccc2O1 (stereo not given) | 2.3 | -2.0 | -6.5 |
| COC(=O)c1ccc(CSc2nnc(-c3ccco3)n2-c2cccc(C(F)(F)F)c2)o1 | -3.9 | -5.2 | . |
| O=C(N/N=C\c1ccco1)c1cc(-c2cccc(OCc3ccccc3)c2)n[nH]1 | -4.4 | -5.2 | -1.0 |
| CCN1CCN(c2nc(CSc3ccccn3)cc(=O)[nH]2)CC1 | -6.6 | -7.1 | 2.1 |
| COc1ccc(CNC(=O)Cn2c(C)cc(C)c(C#N)c2=O)cc1 | 0.2 | 1.1 | -1.1 |
| O=C(NN=Cc1cccc(O)c1)c1cc(-c2ccc3c(c2)OCO3)n[nH]1 | -7.4 | -8.5 | 0.3 |
| O=C(CCc1nnc(-c2ccc(-c3ccccc3)cc2)o1)NCc1cccc(-n2cccn2)c1 | 4.7 | -0.4 | 2.2 |
| O=C(COC(=O)c1ccc(O)cc1)c1ccc(NC(=O)c2ccco2)cc1 | -6.5 | -4.1 | 14.6 |
| C=CCO[C@H]1[C@H](NC(=O)CSC)c2ccccc2C12CCN(Cc1cccc3cnccc13)CC2 | -8.8 | -13.1 | 17.8 |
| CC1(C(=O)NS(=O)(=O)c2ccc(F)cc2F)CCN1C(=O)c1cccc(F)c1 (stereo not given) | -5.1 | . | 0.0 |
| COc1ccccc1CCNC(=O)c1ccccc1N1CCC(NS(=O)(=O)c2ccc(C)cc2)CC1 | -6.3 | -5.6 | 0.8 |
| Nc1nc(Nc2ccccc2)cc(N2CCC(C(=O)NC3CCc4ccccc43)CC2)n1 (stereo not given) | -3.5 | -2.9 | -0.8 |
| CCn1c(SCc2ccc(C(=O)NCc3ccc4c(c3)OCO4)cc2)nnc1-c1ccccc1Cl | -2.3 | 2.9 | -10.3 |
| CC(C)CC1c2nccn2CCCN1C(=O)CN1CCCC1=O (stereo not given) | -5.1 | -3.6 | . |
| CCCCn1ncc2c1NC(=O)CC2c1cn[nH]c1C1CCCCC1 (stereo not given) | -3.5 | . | 4.1 |
| CC(=O)c1c(C)nn(-c2ccc(C(=O)NCc3ccccc3)o2)c1C | -7.9 | . | -3.2 |
| CCN1C(=O)N(C2Cc3ccccc3C2)C(=O)C12CCN(Cc1cccn1-c1cccnc1)CC2 | -3.8 | -16.0 | 12.9 |
| CC(C)c1nn(CC(N)=O)c(=O)c2c1cnn2-c1ccccc1 | -4.7 | . | 0.0 |

Screens from PubChem.
